Mtb RmlCD inh: M. tuberculosis RmlC/RmlD inhibition. RmlC+RmlD coupled enzyme assay, percent inhibition; primary screen in compound mixtures. inhibition, % at 3.6 µM. actives 0.03% (n = 160,000). AID 1533. P9WH09+P9WH11; in the data active = inhibition mostly above about 34%, no sharp cut-off; inconclusive = no clear call, values can overlap the other calls; inactive = mostly below about 22%; also: some results filed as inactive read as strong as hits
Target sequence (P9WH09 whole entry, looked up): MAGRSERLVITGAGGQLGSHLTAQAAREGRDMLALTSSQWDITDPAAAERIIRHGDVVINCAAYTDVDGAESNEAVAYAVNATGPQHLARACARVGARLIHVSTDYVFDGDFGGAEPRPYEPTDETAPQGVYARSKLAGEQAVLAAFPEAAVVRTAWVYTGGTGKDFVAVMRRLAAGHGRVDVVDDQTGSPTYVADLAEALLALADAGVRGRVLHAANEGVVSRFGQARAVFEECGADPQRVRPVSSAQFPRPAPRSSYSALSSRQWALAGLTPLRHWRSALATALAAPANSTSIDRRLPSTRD
Target sequence (P9WH11 whole entry, looked up): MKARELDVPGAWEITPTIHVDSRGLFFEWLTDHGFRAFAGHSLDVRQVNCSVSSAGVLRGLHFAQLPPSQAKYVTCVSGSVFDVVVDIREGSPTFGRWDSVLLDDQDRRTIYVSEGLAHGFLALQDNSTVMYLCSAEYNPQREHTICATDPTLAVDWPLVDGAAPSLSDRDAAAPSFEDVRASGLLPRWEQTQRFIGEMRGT
M. tuberculosis GlmU: inhibition of mycobacterial GlmU enzyme – biochemical, glucosamine-1-phosphate acetyltransferase (AID 1376) | M. tuberculosis GlmU acetyltransferase enzyme assay; higher % means a stronger effect | one-dose inhibition, %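 (tested at 30 µM in the primary screen)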; IC50 in µM for titrated hits | actives 0.25% (n = 220,000); in the data active = inhibition above about 13%; inconclusive = no clear call, values can overlap the other calls;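 also: 0% = complete reaction with vehicle and 100% = reaction without substrate; strong numbers were not always called active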
* = called active by the depositor; ? = inconclusive; · = not tested or not shown. A portion of the library; count on the stated rates, not on these rows.

SMILES	Mtb RmlCD inh	M. tuberculosis GlmU
COc1ccc(NC2=C(Cl)C(=O)N(c3ccccc3)C2=O)c(OC)c1	3	4.5%
O=C(c1ccc(NC(=S)Nc2ccc(F)cc2F)cc1)N1CCOCC1	·	-5.8%
O=c1oc(-c2cccs2)nc2ccccc12	-3	-4.7%
C#CCNC(=O)C1=C[C@H](c2ccc(Br)cc2)[C@@H](CCCO)[C@H](OCC)O1	·	1.0%
O=C(O)Cn1cc(C(=O)C2CC2)c2ccccc21	7	-4.6%
CC1(C)Oc2ccc(C(=O)NC3CC3)cc2N(CC(=O)N2CCOCC2)C1=O	-63	1.2%
COCCn1c(SCC(=O)NCCc2ccc(OC)c(OC)c2)nc2c([nH]c3ccccc32)c1=O	-9	1.5%
COCCNC(=O)C1Cc2c(ccc3ccccc23)O1 (centres undefined)	-10	-5.6%
O=C(Cc1c(F)cccc1Cl)Nc1ccon1	-5	-1.6%
CCOC(=O)c1ccccc1NC(=S)N1CCC(C(N)=O)CC1	-16	0.5%
COc1ccc(Cc2c(O)nc(SCC(=O)N3CCOCC3)[nH]c2=O)cc1	-10	1.8%
O=C(CC1SC(=Nc2ccccc2F)N(CCN2CCOCC2)C1=O)Nc1ccc(F)cc1F (centres undefined)	7	5.3%
COC(c1ccccc1)c1nnc(CCC(=O)NCc2ccc3ncccc3c2)o1 (centres undefined)	11	-4.8%
C/C(=N/NC(=O)c1ccc(Br)o1)c1cccc(NC(=O)c2ccc(C)o2)c1	-4	-2.9%
Cc1c(Br)c([N+](=O)[O-])nn1CC(=O)NCC1CCCO1 (centres undefined)	·	2.5%
COc1ccccc1-c1nc(-c2ccccc2)nc(N2CCN(C)CC2)c1C#N	-2	0.7%
Cc1cc(C)nc(NC(=O)CN2C(=O)c3ccccc3C2=O)n1	-12	-1.9%
CC(=O)N1CCN(C(=S)c2ccc(N(C)C)cc2)CC1	·	3.9%
COc1ccc(S(=O)(=O)Nc2ccc3c(c2)OCO3)cc1OC	6	4.1%
CCn1ccc(C(=O)Nc2c(C)nn(Cc3c(F)c(F)c(F)c(F)c3F)c2C)n1	10	-3.4%
CN1C(=O)c2ccccc2C(C(=O)NCCCN2CCCC2)C1c1c[nH]c2ccccc12 (centres undefined)	1	-2.8%
Cc1ccc(NS(=O)(=O)c2ccc(Br)cc2)nc1	·	2.9%
Cc1nc(-c2ccc(NC(=O)/C=C\C(=O)O)cc2)cs1	-10	-0.7%
C#CC(C)(C)NC(=O)c1ccccc1OC	·	0.9%
COc1ccc(S(=O)(=O)N(C)CC(=O)NC2CCCC2)cc1Cl	5	6.3%
CC(NC(=O)NC1CCCCC1)C(c1cccs1)N1CCN(Cc2ccccc2)CC1 (centres undefined)	6	1.9%
CN(C)c1ccc(N=C/C=C2/N(C)c3ccccc3C2(C)C)cc1	12	-2.3%
O=C(Cc1cccc2ccccc12)N/N=C/c1ccncc1	-9	1.2%
COc1ccccc1C1OC(c2cccc([N+](=O)[O-])c2)=NN1C(C)=O (centres undefined)	3	0.6%
COc1cc(CN2CCC(CO)(CCOc3ccccc3)CC2)cc(OC)c1OC	-7	-2.8%
O=C(Nc1ccc(S(=O)(=O)Nc2ncccn2)cc1)c1ccc(F)c(S(=O)(=O)N2CCOCC2)c1	·	1.4%
CC(=O)Cc1nsc(NC(=O)c2ccc(COc3ccccc3)o2)n1	-8	5.1%
O=C(NCc1cccnc1)C1CC(=O)N(c2ccc(Cl)cc2)C1 (centres undefined)	·	-4.7%
Cc1c(Cl)cccc1NC(=O)Nc1ccccc1C(N)=O	-1	1.7%
O=C(Nc1ccc(S(=O)(=O)Nc2ccccc2)cc1)C1COc2ccccc2O1 (centres undefined)	·	-0.5%
CCCCCCCC(=O)NNC(=O)c1c(O)c2ccccc2[nH]c1=O	2	0.9%
CCN1C(=O)C(F)(CC)C(=O)c2ccccc21 (centres undefined)	-9	1.5%
CCOC(=O)/C(=C/c1ccc(N2CCC(c3ccccc3)=N2)cc1)C(C)=O	·	-8.8%
Cc1cc(C(=O)NCCC2=CCCCC2)c(C)o1	·	3.2%
CCOC(=O)c1cc(C(=O)OCC)c2cccc(C)n2c1=O	21	-0.6%
COc1ccccc1Oc1nc2ccccn2c(=O)c1/C=C(\C#N)C(=O)Nc1c(C)n(C)n(-c2ccccc2)c1=O	-7	-5.8%
Cc1nc2c3cc(F)ccc3n(Cc3ccc(F)cc3)c2s1	·	2.4%
Cc1cc(C(=O)OCC(=O)NCc2ccccc2Cl)c(C)o1	10	-1.1%
CCOc1ccc2nc(Nc3nc(CSc4nnnn4-c4ccccc4)cc(=O)[nH]3)nc(C)c2c1	·	5.4%
Oc1ccc(-c2nc3cnccn3c2Nc2ccc3c(c2)OCCO3)cc1	-8	·

Of the compounds above, these contain a nitro group on carbon.
SMILES	Mtb RmlCD inh	M. tuberculosis GlmU
Cc1c(Br)c([N+](=O)[O-])nn1CC(=O)NCC1CCCO1 (centres undefined)	·	2.5%
COc1ccccc1C1OC(c2cccc([N+](=O)[O-])c2)=NN1C(C)=O (centres undefined)	3	0.6%

Returning to the listing, starting five compounds before the break.
SMILES	Mtb RmlCD inh	M. tuberculosis GlmU
COc1ccccc1Oc1nc2ccccn2c(=O)c1/C=C(\C#N)C(=O)Nc1c(C)n(C)n(-c2ccccc2)c1=O	-7	-5.8%
Cc1nc2c3cc(F)ccc3n(Cc3ccc(F)cc3)c2s1	·	2.4%
Cc1cc(C(=O)OCC(=O)NCc2ccccc2Cl)c(C)o1	10	-1.1%
CCOc1ccc2nc(Nc3nc(CSc4nnnn4-c4ccccc4)cc(=O)[nH]3)nc(C)c2c1	·	5.4%
Oc1ccc(-c2nc3cnccn3c2Nc2ccc3c(c2)OCCO3)cc1	-8	·
COc1ccc(OC)c(CN2CCN(C(=O)c3cccs3)CC2)c1	·	-1.3%
Cc1ccc(OCC(O)CN2CCN(Cc3ccc4c(c3)OCO4)CC2)c(C)c1 (centres undefined)	·	8.0%
CCC(=O)c1c(O)n(C2CCCCCC2)c(=O)[nH]c1=O	-9	3.3%
CCc1c(O)nc(SCC(=O)c2ccccc2)n(-c2ccccc2)c1=O	3	1.4%
CNc1nc(Oc2ccc(C(=O)OC)cc2)nc(SC)n1	·	0.6%
OCCSc1nncn1/N=C/c1c[nH]c2ccccc12	7	2.3%
O=C(Nc1ccc(S(=O)(=O)Nc2ncccn2)cc1)c1cnc(Cl)c(Cl)c1	4	0.7%
CC1=NN(c2ccccc2)C(=O)/C1=C\c1c(C)[nH]n(-c2ccccc2)c1=O	-8	0.3%
Cc1cc(C)c(C(=O)Nc2ccccc2)c(CC(C)(C)C(=O)O)c1	3	0.3%
COc1ccc(Oc2nccc(-c3ccc(F)cc3)c2C#N)cc1	11	1.6%
CCC(Sc1nccn1C)C(=O)Nc1nnc(C)s1 (centres undefined)	·	-7.9%
C#CC(C)(CC)NC(=O)c1cc2cccc(CC=C)c2oc1=O (centres undefined)	-6	-0.1%
CCc1ccccc1NC(=O)N[C@@H](C)C(=O)O	?	2.5%
CCCCOc1ccc2c(C)cc(=O)oc2c1OCCCC	·	-0.2%
CN(Cc1ccccc1)C(=O)c1ccccc1C(=O)O	4	1.9%
Cc1nn(C)cc1CN(C)Cc1c(C(=O)N(C)Cc2ccccc2)nc2ccccn12	6	1.6%
CN(C)S(=O)(=O)c1cccc(NC(=O)COC(=O)CCC(=O)c2ccc(F)cc2)c1	·	-0.2%
Fc1ccc(NCc2ccccc2F)cc1Cl	·	-1.1%
COc1cc(CNc2ccc(N3CCCC3)cc2)ccc1OCc1ccccc1	6	-0.4%
COc1cccc2[nH]c(C(=O)NN)c(N)c12	8	-18%
CC1SC2(NC1=O)C1CC3CC(C1)CC2C3 (centres undefined)	-1	-3.7%
COc1cc(C(=O)N2CCN(C(=O)C3CC3)CC2)cc(OC)c1OC	-1	2.6%
CCOc1c(CNCCN2CCOCC2)cccc1OC	·	-8.0%
O=C(/C=C/c1ccc(Cl)cc1Cl)Nc1ccc(CN2CCOCC2)cc1	6	-1.1%
Cc1cc(NC(=O)CSc2nnc(C3CC3)n2-c2ccccc2)no1	·	2.7%
Cn1c(=O)[nH]c(=O)c2c1nc(NCc1ccco1)n2CCCc1ccccc1	1	-3.6%
Cc1cc(Cl)ccc1NC(=O)C1CCN(S(C)(=O)=O)CC1	·	1.8%
CCc1ccc(S(=O)(=O)Nc2ccc(-c3nc4cccnc4s3)cc2)s1	11	4.7%
O=[N+]([O-])c1ccc(N2CCOCC2)cc1NCc1ccccc1	·	-0.6%
COc1ccc(CCN2CC(C(=O)O)CC2=O)cc1 (centres undefined)	3	9.1%
Cc1cc(C)cc(SCc2noc(C(=O)NCc3ccccc3)c2C(=O)NCc2ccccc2)c1	·	5.2%
COc1ccc(F)cc1S(=O)(=O)N1CCCCC1	·	-0.8%
O=C(c1ccco1)N1CCN(c2nc3ccsc3c(=O)s2)CC1	·	-4.8%
CCCc1cc(=O)n2[nH]c(-c3ccc(OC)cc3)nc2n1	-12	5.2%
CCOC(=O)N1CCN(C(=O)CCn2c(=O)[nH]c3ccsc3c2=O)CC1	·	-0.5%
Cc1nn(-c2ccccc2)c(N)c1C1(O)C(=O)N(C(C)C)c2ccccc21 (centres undefined)	0	3.6%
O=C(Nc1ccc(Cl)c(C(F)(F)F)c1)c1ccncc1	-11	-4.5%
O=C(c1ccncc1)C12CN3CN(CN(C3)C1)C2	-4	4.5%
O=S(=O)(c1ccccc1)N1CCN=C1SCc1cccc(Cl)c1	-6	-6.2%
Cc1ccc(Cn2c(C3CCCN3c3nc(-c4ccc(F)cc4)cs3)nc3cc(Cl)c(Cl)cc32)cc1 (centres undefined)	·	-1.1%
CCOc1ccc(N=Cc2c(O)n(Cc3ccccc3)c(=S)[nH]c2=O)cc1	6	3.4%
CCCOC(=O)c1ccc(NC(=O)CCC(=O)OCC)cc1	-7	2.7%
O=C(/C=C\c1ccc(-c2ccccc2)o1)c1ccccc1	6	1.2%
C/C(=C1/SC(N2CCCC2)=NC1=O)c1ccc(Br)cc1	6	-0.4%
Cc1ccc(C(=O)Oc2ccccc2C(=O)N2CCOCC2)cc1	·	3.0%
C/C(=N\NC(N)=O)c1cc(Cl)cc(Cl)c1O	-9	3.0%
CCOC(=O)CC(=O)Nc1ccsc1C(N)=O	5	4.3%
O=C(c1ccccc1)N1CCN(C(=O)c2ccccc2)C1c1ccccc1	-5	3.6%
O=C1CCCc2c1nc(-c1ccc(F)cc1)n2O	-7	2.4%
CCN(CC)C(=O)CSc1nnc(-c2ccc(F)cc2)n1N	·	-3.5%
CC(=O)Nc1ccc(NC(=O)CN(C)S(=O)(=O)c2ccc3nc(C)sc3c2)cc1	5	3.2%
COc1ccc(N2C(=O)CN=C2Nc2cccc(C)c2C)cc1OC	-7	1.0%
Cc1c(C(=O)c2ccc(N(C)C)cc2)c2ccccn2c1CCC#N	-10	-2.6%
Cc1ccc(S(=O)(=O)N(Cc2n[nH]c(=S)n2-c2ccccc2)c2cccc(Cl)c2)cc1	5	3.3%
O=C(c1ccco1)N1CCN(C(=S)NC2CC3CCC2C3)CC1 (centres undefined)	10	1.3%
Nc1nc(C2C(=O)CCCC2=O)cs1	·	3.5%
Clc1cccc(Cl)c1CO/N=C/c1cccs1	-3	-1.7%
CCOc1ccccc1C(=O)Nc1cc(C(=O)NCCc2ccccc2)ccc1Cl	1	-0.7%
CCOC(=O)c1cnn(Cc2ccccc2Cl)c1N	-60	0.4%
CC1NC(=O)NC1CCCCC(=O)O (centres undefined)	·	6.6%

Remaining list, next part.
SMILES	Mtb RmlCD inh	M. tuberculosis GlmU
C=CCN(CC#CCOc1ccccc1OC)CC=C	·	1.3%
O=C(COC(=O)C(Cc1ccccc1)NC(=O)c1ccco1)NC1CC1 (centres undefined)	·	3.1%
COc1ccc(C(=O)NC(CC(=O)O)c2cc([N+](=O)[O-])ccc2Cl)cc1 (centres undefined)	6	0.1%
COc1ccc(NC(=O)CC2C(=O)N(c3cccc(OC)c3)C(=O)N2Cc2ccco2)cc1 (centres undefined)	-12	-0.2%
COc1ccc2cc(C(N)=O)/c(=N/NC(=O)c3ccco3)oc2c1	·	-1.3%
CNC(=O)Cn1nc(-c2ccc(C)c(S(=O)(=O)N(C)C)c2)c2ccccc2c1=O	·	3.2%
Cc1ccc(CNC(=O)C(C(=O)NCc2ccc(C)o2)c2ncc(C(F)(F)F)cc2Cl)o1	-3	-8.4%
COc1cc(OC)c(/C=N/NC(=O)c2ccc([N+](=O)[O-])cc2)cc1Br	·	2.8%
COc1ccccc1OCCn1cc(/C=N/n2cnnc2)c2ccccc21	-11	7.0%
Cn1c(OCc2ccc3c(c2)OCO3)nc2c1c(=O)n(Cc1cccc(Cl)c1)c(=O)n2C	·	6.0%
CCN1C(=O)CC(N2CCC(C(=O)N3CCOCC3)CC2)C1=O (centres undefined)	·	1.0%
COC(=O)c1ccc(NC(=O)Nc2ccc(F)c(Cl)c2)cc1	·	3.0%
Cc1ccc2cc3cc(C(=O)N(CC(=O)NC4CCCC4)c4cccc(C)c4C)sc3nc2c1	·	-1.8%
COc1ccc2c(c1)[nH]c1c(=O)n(CCC3=CCCCC3)cnc12	·	1.3%
C=CCn1c(O)c(/C=N/N2CCCCC2)c(=O)[nH]c1=O	17	-3.7%
CCCCN(CC)CCCNC(=O)c1csc2c1CCCCC2	3	5.1%
COc1ccccc1N1CCN(C(=O)CSc2nc3ccccc3o2)CC1	-9	-5.2%
CCC(=O)C1=C(N2CCCC2)CC(C)(C)CC1=O	8	1.1%
O=C(Oc1ccc2c(=O)c(Oc3ccc4ccccc4c3)coc2c1)c1cncc(Br)c1	4	-2.4%
COc1ccc(C(=O)CSc2nc3cccnc3n2C)cc1	·	6.5%
COCCNc1nnc(SC(C)C(=O)Nc2ccc(-c3nc4ccc(C)cc4s3)cc2)s1 (centres undefined)	2	-7.0%

High-throughput results deposited in PubChem by several laboratories.
